# From PubChem
# HTRA1 inh: blocks human HTRA1 serine peptidase; recombinant HTRA1, FP-rhodamine activity-based probe, fluorescence polarization; inhibition, % at 5.96 µM; Q92743; 0.5% of 340,000 active; in the data active = inhibition above about 36%;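 note: 0% = enzyme with DMSO and 100% = wells lacking enzyme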
# ASAP1 inh: inhibitors of human ASAP1 ArfGAP activity | Q9ULH1 | ASAP1-stimulated ARF1 GTP hydrolysis, GDP FP detection | inhibition, % at 16.5 µM | 0.19% of 360,000 active | AID 624377; in the data active = inhibition above about 25%;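 note: 0% = vehicle with enzyme and substrate and 100% = no enzyme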
# NR1D1 modulator: modulates human Rev-erb alpha binding to DNA | P20393 | Rev-erbα–FITC-DNA binding, fluorescence polarization, 90 min | activity, % at 10 µM | 0.79% of 370,000 active | AID 1259318;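 active = activity above about 14%, limit read from the data; passing the limit was not always enough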;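 note: 0% = DMSO wells with 35 nM protein and 100% = DMSO wells with 750 nM protein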
# Target sequence (P20393 whole entry, looked up): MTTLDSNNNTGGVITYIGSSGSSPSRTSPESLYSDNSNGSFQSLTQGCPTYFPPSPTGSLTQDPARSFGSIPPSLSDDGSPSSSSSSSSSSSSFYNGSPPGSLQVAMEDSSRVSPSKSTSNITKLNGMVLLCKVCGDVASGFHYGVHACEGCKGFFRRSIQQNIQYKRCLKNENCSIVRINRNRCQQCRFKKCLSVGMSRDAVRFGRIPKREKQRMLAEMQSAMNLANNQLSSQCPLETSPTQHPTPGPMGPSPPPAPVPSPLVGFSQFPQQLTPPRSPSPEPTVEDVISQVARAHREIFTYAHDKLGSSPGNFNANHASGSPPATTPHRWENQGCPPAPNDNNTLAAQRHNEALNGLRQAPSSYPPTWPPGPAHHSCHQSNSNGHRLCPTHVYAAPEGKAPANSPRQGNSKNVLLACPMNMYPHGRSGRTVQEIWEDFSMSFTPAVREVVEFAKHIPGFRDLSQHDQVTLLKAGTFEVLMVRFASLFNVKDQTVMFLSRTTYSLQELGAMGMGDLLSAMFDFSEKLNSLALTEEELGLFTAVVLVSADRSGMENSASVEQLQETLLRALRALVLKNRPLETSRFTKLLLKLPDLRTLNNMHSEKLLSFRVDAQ
# PG9 binder: binds the HIV-1 gp120 antibody PG9 | TR-FRET gp120-PG9 antibody binding | inhibition, % at 6.7 µM | AID 624416 | 0.43% of 360,000 active; in the data active = inhibition above about 8.5%
# NPR1 activator: GC-A (human) enzyme activation. P16066. HEK293 GC-A cells, cGMP TR-FRET, EC30 ANP; 0% at EC30 ANP, 100% saturating ANP. activation, % at 10 µM. 0.14% of 370,000 active. AID 1671463; in the data active = activation above about 40%
# SMARCA2 act: activators of SMARCA2 function. MG213 cells, MMTV-luciferase reporter, dexamethasone, overnight. activation, % at 9.1 µM. 1% of 370,000 active. AID 652017; in the data active = activation above about 7.8%;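 note: 0% = vehicle wells and 100% = reference activator wells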
# ARFGAP1 inhibitor: inhibitors of rat ARFGAP1. Q62848. inhibition, % at 16.5 µM. Arfgap1-stimulated ARF1 GTP hydrolysis, GDP FP detection. 0.26% of 360,000 active. AID 651572;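 active = inhibition above a per-plate limit, mean inhibition of low control wells plus 3 SD, cut at about 25% in these data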;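 note: 0% = DMSO wells with enzyme and 100% = wells lacking Arfgap1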
# Target sequence (Q62848 1-136 limits assumed): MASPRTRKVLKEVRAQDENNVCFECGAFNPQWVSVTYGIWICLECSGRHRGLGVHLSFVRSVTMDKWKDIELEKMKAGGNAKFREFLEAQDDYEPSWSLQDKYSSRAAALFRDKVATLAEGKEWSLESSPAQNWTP
#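 Material: rat Arfgap1 catalytic domain, aa 1-136; also added: human ARF1(Δ1-17)-GTP substrate; compound dosing: one concentration, 16.5 µM, DMSO 1.26%; incubation: GTP hydrolysis reaction 2 h at 25 °C; measured by: Tracer-displacement fluorescence polarization with EDTA stop, 620/688 nm; evaluation: % inhibition from polarization; repeats: one replicate per compound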
# rCAG RNA binder: molecules binding r(CAG) RNA repeats | 1.3% of 370,000 active | r(CAG) RNA repeat, TO-PRO-1 dye displacement fluorescence | inhibition, % at 3 µM;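 active = inhibition above the plate cutoff, the mean of all test compounds on that plate plus 3 SD, cut at about 35% in these data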;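 note: 0% = DMSO alone and 100% = 100 µM mitoxantrone as full dye displacement; higher means more dye released from RNA so lower well fluorescence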
# ABHD4 inh: inhibitors of mouse ABHD4; Q8VD66; inhibition, % at 8.92 µM; 0.54% of 370,000 active; purified mABHD4, FP-Rh probe fluorescence polarization;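 active = inhibition exceeding the mean over every tested compound plus 3 SD, cut at about 30% in these data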;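 note: 0% = plate median of compound wells and 100% = S159A mutant with DMSO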
# Target sequence (Q8VD66 whole entry, looked up): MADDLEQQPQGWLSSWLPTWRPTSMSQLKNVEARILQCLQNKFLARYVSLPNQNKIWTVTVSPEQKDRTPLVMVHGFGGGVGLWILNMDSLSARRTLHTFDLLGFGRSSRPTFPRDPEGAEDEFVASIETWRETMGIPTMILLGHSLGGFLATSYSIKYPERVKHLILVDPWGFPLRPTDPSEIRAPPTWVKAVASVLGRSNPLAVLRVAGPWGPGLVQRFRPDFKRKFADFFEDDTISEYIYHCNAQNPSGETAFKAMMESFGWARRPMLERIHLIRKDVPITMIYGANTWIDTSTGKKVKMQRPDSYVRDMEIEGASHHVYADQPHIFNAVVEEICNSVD
#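 Assay system: mABHD4 protein; medium: HEPES pH 7.0, NaCl, Pluronic buffer; dosing: 8.92 µM, single dose; schedule: 45 min + 60 min at 25 °C; signal: FP readout, ex 525 nm / em 598 nm; read-out: normalized percent inhibition of probe labeling; repeats: single replicate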
# NPR2 activator: GC-B (human) receptor activation; P20594; HEK293-GC-B cells, CNP EC30, cGMP TR-FRET; 0% at EC30 CNP, 100% saturating CNP; activation, % at 10 µM; 0.11% of 370,000 active; AID 1920062;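 active = activation at 10 µM reaching about 35% in either raw or pattern-adjusted values, limit read from the data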
# Active calls of the source: *; nt = no result given.
SMILES,HTRA1 inh,ASAP1 inh,NR1D1 modulator,PG9 binder,NPR1 activator,SMARCA2 act,ARFGAP1 inhibitor,rCAG RNA binder,ABHD4 inh,NPR2 activator
CC(C)[C@H]1C(=O)Nc2ccccc2N1C(=O)N[C@@H](Cc1ccccc1)C(=O)N[C@@H](Cc1ccccc1)C(=O)O,1,-11,4,-0.8,-3,-1,16,12,1,2
Cc1ccc2[nH]c(=O)c(CN(CCO)C(=O)NCc3ccccc3)cc2c1,-4,-9,4,0.8,-2,1,8,1,-2,-3
Cn1c(=O)c2c(nc(CCc3ccccc3)n2C)n(C)c1=O,3,-11,4,-1.3,-1,0,10,3,4,0
CC(C)c1ccc(NC2(C#N)C(=O)Nc3ccccc32)cc1 (stereo unspecified),5,6,-2,-0.1,-6,-1,3,3,0,-7
CCCCCCSc1ncc(C#N)c(N)n1,0,6,7,0.5,4,3,-7,-5,0,3
CCCN(CC(=O)Nc1ccccc1OC)C(=O)c1nc2nc(C)ccn2n1,0,10,-7,-0.4,1,1,-5,1,3,-1
NS(=O)(=O)c1cccc(NC(=O)CSc2ncc(C(F)(F)F)cc2Cl)c1,-11,5,0,-3.5,4,-3,-2,8,-7,0
Cc1ccccc1-n1c(C)cc(/C=N/NC(=O)c2ccncc2)c1C,11,-6,0,-0.9,-6,-2,3,2,-2,-10
O=C1OC(c2ccc(Cl)cc2)=C/C1=C/c1cccnc1,-5,2,-1,0.1,0,-2,3,2,0,-1
CC(=O)Nc1ccc(S(=O)(=O)NCCC(=O)NCCOc2ccccc2)cc1,8,-1,-5,0.0,-1,1,-6,4,0,5
Cc1ccc2nc3ccc(N4CCN(C)CC4)nn3c(=O)c2c1,-2,-2,-4,-1.4,0,6,3,1,1,0
Cc1ccc(S(=O)(=O)N(C)C)cc1NC(=O)CCCNC(=O)c1ccc(Cl)cc1,-8,-12,6,-1.4,-4,-1,0,-2,0,-6
CC1CCC2(CC1)NC(=O)N(CC(=O)Nc1cccc(S(=O)(=O)N3CCCCC3)c1)C2=O (stereo unspecified),-10,1,-4,-0.3,-2,-5,0,3,-2,3
CCOc1cc(OCC)cc(C(=O)NCCCN2CCOCC2)c1,12,-1,-4,-1.6,3,-4,6,-1,2,3
Cc1cc(C(=O)NNC(=S)NCc2ccco2)n(C)n1,1,6,0,-1.6,2,4,8,-1,0,7
Cc1ccn2c(=O)nc(SCC(=O)NCc3ccc(F)cc3)nc2c1,1,-4,10,0.4,3,0,-2,10,1,-3
Nc1ccc(NS(=O)(=O)c2ccccc2)cc1,5,4,8,-1.3,3,1,6,3,-5,0
OCCCNc1nc(-c2ccccc2)c2cc(Br)ccc2n1,-6,2,4,0.3,-13,6,-15,-1,-3,-3
CC(=O)n1cc(/C=N/NC(=O)c2ccc(Cl)cc2)c2ccccc21,-6,2,1,-0.4,6,0,27*,21,-6,-4
COC(=O)C1=C(C)N(c2ccc(OC)c(OC)c2)C(=O)C1,4,-4,-1,-2.5,-2,5,0,8,5,2
O=C(Nc1ccc([N+](=O)[O-])cc1)c1cccc(S(=O)(=O)Nc2cccnc2)c1,2,-3,-2,-0.2,-4,-2,2,14,-2,-1
CCCn1c(CN2CCN(C(=O)OCC)CC2)nc2cc([N+](=O)[O-])ccc21,-1,-8,5,0.2,4,-3,10,0,4,6
N#Cc1cccc(C(=O)OCc2cccc(S(=O)(=O)N3CCOCC3)c2)c1,-8,-4,0,0.4,-2,0,10,1,-1,-6
O=[N+]([O-])c1ccc(CS(=O)c2ccccc2)cc1 (stereo unspecified),-2,1,0,-2.5,1,-7,-2,5,-6,-1
CCOC(=O)c1sc2ccc(S(=O)(=O)N3CCCCC3)cc2c1N,-18,-5,4,-0.8,-15,-4,-1,4,-10,-21
Cc1[nH]c2ccccc2c1/C=N/NC(=O)Cc1cccs1,4,-2,9,-2.4,17,-1,12,4,4,2
CCOC(=O)c1[nH]c(C)c(C(=O)OCc2ccc(C)cc2)c1C,-4,-1,1,-2.6,-5,4,-6,1,3,0
Cc1ccc(C)c(NC(=O)CCC(=O)N/N=C/c2cc([N+](=O)[O-])ccc2O)c1,1,2,-4,-2.5,0,-3,-2,9,4,-1
Cc1ccc(C)c(OCC(=O)Nc2ccc(S(=O)(=O)N3CCN(C)CC3)cc2)c1,1,8,6,-0.4,-3,-3,0,1,-4,-7
Cc1ccc(-n2c(C)nc3c(cnn3-c3ccc(F)cc3)c2=O)cc1,5,7,4,-2.5,0,-2,-3,-2,1,1
CNc1cncc(-c2ccc(OC)cc2)n1,nt,-4,-8,-0.1,-2,2,3,0,5,-1
CCN1CCN(C(=O)CN(C)S(=O)(=O)c2cc(C)ccc2OC)CC1,1,0,0,-1.2,6,0,0,-4,-1,-2
O=C(NCc1ccc2c(c1)OCO2)C1CCCN1C(=O)Nc1ccc(F)cc1 (stereo unspecified),5,-6,-5,0.7,0,3,-6,3,-12,2
CCCCc1nnc(NC(=O)c2nc3nccc(C)n3n2)s1,-5,2,4,0.4,4,-1,5,0,-6,-4
CCCCN(C(=O)/C=C/c1ccco1)c1c(N)n(CC(C)C)c(=O)[nH]c1=O,-9,-5,-1,-1.2,1,-1,-6,0,5,4
CCN(C(=O)COC(=O)CSc1ccc(C)c(C)c1)C1CCS(=O)(=O)C1 (stereo unspecified),2,3,0,-1.1,5,-1,8,-8,-7,-3
CCCc1cc(=O)n2[nH]c(-c3cccc(Br)c3)cc2n1,-2,3,23,16*,-2,1,-10,2,-2,-4
COC(=O)C1=C(C)N(C)C(=NCC2CC2)NC1c1ccc(Cl)cc1 (stereo unspecified),nt,8,-6,-0.1,-14,4,8,6,2,-14
CSc1ncccc1C(=O)OCC(=O)N1CCN(S(=O)(=O)c2ccc(C)cc2C)CC1,-4,-5,0,-1.4,-2,-2,-5,-2,2,1
CC(=O)Nc1cccc(C(=O)NC2CCCc3c2cnn3-c2ccc(C(C)(C)C)cc2)c1 (stereo unspecified),-18,-5,0,0.1,0,-2,-10,3,-9,4

# Given as labelled records: 3 of the compounds above.
O=[N+]([O-])c1ccc(CS(=O)c2ccccc2)cc1 (stereo unspecified)
  HTRA1 inh: -2 | ASAP1 inh: 1 | NR1D1 modulator: 0 | PG9 binder: -2.5 | NPR1 activator: 1 | SMARCA2 act: -7 | ARFGAP1 inhibitor: -2 | rCAG RNA binder: 5 | ABHD4 inh: -6 | NPR2 activator: -1

CCOC(=O)c1sc2ccc(S(=O)(=O)N3CCCCC3)cc2c1N
  HTRA1 inh: -18 | ASAP1 inh: -5 | NR1D1 modulator: 4 | PG9 binder: -0.8 | NPR1 activator: -15 | SMARCA2 act: -4 | ARFGAP1 inhibitor: -1 | rCAG RNA binder: 4 | ABHD4 inh: -10 | NPR2 activator: -21

Cc1[nH]c2ccccc2c1/C=N/NC(=O)Cc1cccs1
  HTRA1 inh: 4 | ASAP1 inh: -2 | NR1D1 modulator: 9 | PG9 binder: -2.4 | NPR1 activator: 17 | SMARCA2 act: -1 | ARFGAP1 inhibitor: 12 | rCAG RNA binder: 4 | ABHD4 inh: 4 | NPR2 activator: 2

# (next part)
SMILES,HTRA1 inh,ASAP1 inh,NR1D1 modulator,PG9 binder,NPR1 activator,SMARCA2 act,ARFGAP1 inhibitor,rCAG RNA binder,ABHD4 inh,NPR2 activator
O=C(Nc1ccc2c(c1)OCCO2)Nc1ccc2c(c1)OCO2,1,-2,-1,-3.6,2,5,8,1,6,3
O=C(CN(c1ccccc1F)S(=O)(=O)c1ccccc1)Nc1ccc2c(c1)OCCO2,-15,-20,5,-2.5,-1,-1,11,-1,1,4
O=C(O)c1ccc2c(c1)C(=O)N(c1ncccn1)C2=O,1,2,-1,0.5,-2,1,2,-2,0,4
CCOC(=O)N1CCN(c2nc(-c3cccs3)cc(C(F)(F)F)n2)CC1,5,-7,22*,2.4,-8,0,1,-2,-3,-3
Cc1ccc(-n2ncc3c(=O)[nH]c(SCC(=O)NCC4CCCO4)nc32)cc1 (stereo unspecified),-2,-3,-8,1.5,-3,-3,4,2,5,1
Cc1ccccc1-c1cc2c(nn1)-c1ccccc1C2=O,3,13,-4,-1.3,-1,3,2,-2,8,-5
Cc1ccc2nc(NCc3ccccc3)c(C=O)c(=O)n2c1,-7,-4,14,-0.8,3,-1,9,2,-4,2
COc1cc2c(C)nc3c(cnn3-c3ccccc3)c2cc1OC,-7,0,12,-2.4,6,2,-4,1,-6,-8
COC(=O)c1ccc2nc(-c3ccccc3)c(Cc3ccccc3)n2c1,nt,2,-1,-0.6,20,2,-11,5,0,27
CCOC(=O)c1cc(-c2ccccc2)sc1NC(=O)CN1C(=O)NC(CC)(c2ccccc2)C1=O (stereo unspecified),-46,7,47*,6.7,3,-2,-3,23,7,2
O=C(NCc1ccco1)Nc1nnc([C@H]2C[C@H](O)[C@@H](CO)O2)s1,nt,2,-10,-0.2,-2,1,2,2,1,-3
O=C(NCS(=O)(=O)c1ccccc1)c1ccccc1,3,-1,0,-1.5,0,-2,-4,-2,3,5
Cc1ccc(NC(=O)OCc2cc(-c3ccccc3)on2)cc1,-28,24,-3,0.0,-2,0,9,-1,-9,-5
CC(C)[C@H]1C(=O)Nc2ccccc2N1C(=O)N[C@@H](Cc1ccccc1)C(=O)N[C@H](Cc1ccccc1)C(=O)O,2,3,-5,0.5,3,1,2,7,5,-5
O=c1c2ccccc2nc2c3ccccc3ncn12,6,3,-6,-3.2,3,-1,4,1,-6,-4
COc1ccc(-n2nc(C(=O)NCC(=O)N3CCCC3)c3ccccc3c2=O)c(OC)c1,3,13,-1,-1.3,0,-3,7,0,-4,-2
CC(=O)N1N=C(c2cccc(NS(C)(=O)=O)c2)CC1c1cccs1 (stereo unspecified),1,-3,-6,-1.3,-2,7.9*,10,-1,11,-2
Cc1ccc(NC(=O)C2(C)CCN2C(=O)Cc2ccccc2Cl)cc1C (stereo unspecified),nt,-7,-1,2.1,-1,-3,13,1,3,0
O=C(CCN1C(=O)S/C(=C/c2ccc(Cl)cc2)C1=O)N1CCOCC1,2,6,0,-1.9,2,-3,3,0,-2,-2
O=C(CSc1ccc2ccccc2c1)NC1CCCc2ccccc21 (stereo unspecified),-14,4,-1,2.1,2,0,8,0,-6,6
CCn1c2ccccc2c2cc(/C(C)=N/O)ccc21,-18,5,5,-0.9,2,3,9,12,-11,-3
COc1ccc(C2CC(=O)CC(=O)C2n2cncn2)cc1 (stereo unspecified),-4,-1,0,0.6,3,-1,-4,15,3,4
c1ccc(-c2ccc(-c3ccncn3)cc2)cc1,7,-6,0,-4.2,0,9.1*,0,-3,0,-4
CC(C)S(=O)(=O)c1ccc(C(=O)Nc2ccc(F)cc2F)cn1,2,-1,-5,-0.3,0,2,-7,1,3,-1

# Part of the list above, with values under each structure:
# Order of results – HTRA1 inh	ASAP1 inh	NR1D1 modulator	PG9 binder	NPR1 activator	SMARCA2 act	ARFGAP1 inhibitor	rCAG RNA binder	ABHD4 inh	NPR2 activator
CNc1cncc(-c2ccc(OC)cc2)n1
    nt	-4	-8	-0.1	-2	2	3	0	5	-1
c1ccc(-c2ccc(-c3ccncn3)cc2)cc1
    7	-6	0	-4.2	0	9.1*	0	-3	0	-4
CC(C)[C@H]1C(=O)Nc2ccccc2N1C(=O)N[C@@H](Cc1ccccc1)C(=O)N[C@@H](Cc1ccccc1)C(=O)O
    1	-11	4	-0.8	-3	-1	16	12	1	2
CCCn1c(CN2CCN(C(=O)OCC)CC2)nc2cc([N+](=O)[O-])ccc21
    -1	-8	5	0.2	4	-3	10	0	4	6
